Insulin prom inh – inhibitors of insulin promoter-driven GFP, primary screen, imaging, TRM-6 cells (human fetal islet line), eGFP reporter, cell count; reporter expression induced with tamoxifen; inhibition, % at 2 µM; 0.9% of 130,000 active;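 active = inhibition above the mean plus 3 SD, with well images judged a real hit on visual review, cut at about 60% in these data, passing the limit was not always enough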
SDO1 yeast rescue – growth rescue of sdo1-depleted yeast, primary screen, S. cerevisiae, bone marrow failure model; S. cerevisiae sdo1-depleted JHY4D growth rescue, OD600 30 h; active compounds read high; pdr5 snq2 efflux-pump mutant strain; z-score at 10 µM; 0.21% of 140,000 active;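 active = z-score above 3 at both the 24 hr and the 30 hr optical density reads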;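 note: z-score against mean and SD of all compound wells on the same plate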
SDO1 yeast rescue Rescue 24 h – second read-out of SDO1 yeast rescue, no call of its own (marks repeat the call); z-score; S. cerevisiae sdo1-depleted JHY4D growth rescue, OD600; measured here: growth rescue at 24 h;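 0 is the plate mean of compound wells and units are plate SD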
Active calls of the source: *; . = no result given.

Start of the listing, in advance:
SMILES	Insulin prom inh	SDO1 yeast rescue	SDO1 yeast rescue Rescue 24 h
C=C(C)c1cccc(C(C)(C)NC(=O)N2CCC(C)CC2)c1	-29	-0.75	-1.1
Cc1cccc(C(=O)NCCN(C)C)c1	6	-0.04	0.01
O=C(NCc1ccc(F)cc1)C(c1ccncc1)N(C(=O)c1csnn1)C1CC1 (stereo not given)	-54	0.24	-0.2
CCOC(=O)c1oc2c(CN3CCCCC3C)c(O)ccc2c(=O)c1-c1ccc(OC)c(OC)c1 (stereo not given)	52	1.8	1.9
COc1ccc(S(=O)(=O)n2nc(-c3ccc(Cl)cc3)cc2N)cc1OC	.	-1.7	-1.6

This part in full, from the first entry:
SMILES	Insulin prom inh	SDO1 yeast rescue	SDO1 yeast rescue Rescue 24 h
C=C(C)c1cccc(C(C)(C)NC(=O)N2CCC(C)CC2)c1	-29	-0.75	-1.1
Cc1cccc(C(=O)NCCN(C)C)c1	6	-0.04	0.01
O=C(NCc1ccc(F)cc1)C(c1ccncc1)N(C(=O)c1csnn1)C1CC1 (stereo not given)	-54	0.24	-0.2
CCOC(=O)c1oc2c(CN3CCCCC3C)c(O)ccc2c(=O)c1-c1ccc(OC)c(OC)c1 (stereo not given)	52	1.8	1.9
COc1ccc(S(=O)(=O)n2nc(-c3ccc(Cl)cc3)cc2N)cc1OC	.	-1.7	-1.6
COC(=O)c1ccc2c(=O)n(CC3CCCO3)c(SCC(=O)Nc3ccccc3Cl)nc2c1 (stereo not given)	-7	-0.45	1.4
COCCCNC(=O)CCCn1c(=O)[nH]c2ccccc2c1=O	.	0.65	-0.43
O=C(/C=C/c1ccc([N+](=O)[O-])cc1)N(c1ccccn1)C1CCCCC1	0	.	.
CCOc1ccc(C2CC(=O)NC3=C2C(=O)CCC3)cc1Cl (stereo not given)	14	0.06	-0.76
COc1ccc(N2C(=O)C3C(C2=O)C2C=CC3C23CC3)c([N+](=O)[O-])c1 (stereo not given)	-129	.	.
O=C(COC(=O)c1ccc(CO)cc1)Nc1ccc(OC(F)F)cc1	20	.	.
C[C@H](NS(=O)(=O)c1ccccc1)C(=O)OCC(=O)NC(=O)Nc1ccc2c(c1)OCCO2	-8	0.3	-0.2
CCOc1ccc(S(=O)(=O)NCCSCc2ccco2)cc1	44	-0.35	-0.96
CCc1n[nH]c(=S)n1/N=C/c1cc(Br)c(OC)cc1OC	30	-0.12	0.14
COC(=O)C1=C(C)N(CCC2=CCCCC2)C(=O)C1	-9	0.57	0.82
Cc1cc(C(=O)NCc2ccccc2)c(=O)[nH]c1C	73*	-0.65	-1.1
CCOC(=O)c1c(C)n(-c2ccc(OC)cc2)c2c(C/C(C)=N/O)c(Br)c(OC)c(O)c12	26	-0.07	0.84
O=C(N/N=C/c1ccccc1O)c1cc(=O)[nH]c2ccccc12	-11	0.21	-0.01
COc1ccc2[nH]c(C)c(C(=O)CN3CCc4cc(OC)c(OC)cc4C3)c2c1	.	0.54	0.17
O=C(c1cccc(N2C(=O)C3C4C=CC(C4)C3C2=O)c1)N1CCCc2ccccc21 (stereo not given)	4	.	.
COC(=O)c1sccc1NC(=S)Nc1ccccc1	-10	-0.25	-0.8
Cc1ccc(Sc2nc(-c3ccccc3)nnc2C(F)(F)F)cc1	.	-0.42	-0.39
Cc1c(-n2c(CN3C(=O)c4ccccc4C3=O)nc3ccccc3c2=O)c(=O)n(-c2ccccc2)n1C	47	.	.
CCOc1cc(C2C(C(=O)OC)=C(C)N=C3SC(C)C(=O)N32)ccc1OC(C)=O (stereo not given)	-86	0.17	-0.14
O=C(C1CC(=O)N(c2ccccc2)C1)N1CCN(C2=NS(=O)(=O)c3ccccc32)CC1 (stereo not given)	-494	0.4	0.55
SMILES	Insulin prom inh	SDO1 yeast rescue	SDO1 yeast rescue Rescue 24 h
COCCn1c(=S)[nH]c2cc(C(=O)N3CCc4ccccc43)ccc2c1=O	.	-1.2	-1.2
O=C1C2CC=CCC2C(=O)N1c1cccc(OS(=O)(=O)c2ccc3ccccc3c2)c1 (stereo not given)	15	-0.93	-0.49
CCOC(=O)CC(=O)NC1(Cc2ccc(O)cc2)CCCCC1	36	.	.
c1ccc(N2CCN(CCc3nnc4n3CCCCC4)CC2)cc1	.	1.8	2
O=C(N=C1c2ccccc2CN1c1cccc(Cl)c1)c1cccnc1	-3	-1.1	-1.2
CCOc1nc2ccccc2nc1NS(=O)(=O)c1ccccc1	.	-1.1	-0.76
COC(=O)c1ccccc1NC(=O)CSc1nnnn1-c1ccc(C)cc1C	23	-0.37	0.89
Cc1cccc(C(=O)Oc2ccccc2/C=N/NC(=O)c2ccc(NC(=O)C(C)(C)C)cc2)c1	-59	1.1	1.8
Cc1ccc2nc(N3CCN(Cc4nnnn4C4CCCC4)CC3)c(C#N)cc2c1	100*	-0.17	0.17
COC(=O)c1ccc(OCCOCCOc2cccc3ccc(C)nc23)cc1	-140	-0.29	0.41
Cc1nn(Cc2ccccc2Cl)c(C)c1NC(=O)c1noc2c1CCCCC2	.	-0.13	0.49
S=C(c1ccc(-c2ccccc2Cl)o1)N1CCCCC1	.	-0.91	-1.5
Cc1cc(C)c2[nH]c(=O)c(CN(Cc3ccco3)C(=S)NCC3CCCO3)cc2c1 (stereo not given)	15	-1	-1.1
CCc1ccc(OCC(=O)N/N=C/c2cc([N+](=O)[O-])ccc2N2CCOCC2)cc1	-57	-1.5	-0.92
CCCn1c2c(c(O)c(C(=O)NC)c1=O)CCCC2	27	0.38	3.6
COc1ccc(C(=O)/C(=C/N(C)C)S(=O)(=O)c2ccccc2)cc1	-60	.	.
O=C(NCc1ccco1)c1ccc2snnc2c1	21	-1	-1.1
COCCNC(=O)CN1CCC(NC(=O)C(C)(C)C)CC1	.	0.9	-0.03
CSc1ccccc1NC(=O)C1CCCO1 (stereo not given)	.	0.53	0.29
CCOC(=O)c1ccc(S(=O)(=O)N2CCN(CC(=O)NC(=O)NC3CCCCC3)CC2)cc1	.	-0.12	-0.39
CCOC(=O)/C(C#N)=C/C=C1\C=Cc2ccccc2N1CC	-207	.	.
COc1ccccc1NCCC(=O)OCC(=O)NC1CCCCC1	.	0.92	0.75
O=C(O)COc1ccc(-c2nnn(CC(=O)O)n2)cc1	16	-0.28	-0.71
CC(C)CN(C(=O)CSc1nnnn1C)C1CCS(=O)(=O)C1 (stereo not given)	-7	.	.
Cc1cc(NC(=O)c2ccc(NC(=O)C(C)C)cc2)no1	50	2.1	4.1

Nothing new here: entries from further up.
SMILES	Insulin prom inh	SDO1 yeast rescue	SDO1 yeast rescue Rescue 24 h
C=C(C)c1cccc(C(C)(C)NC(=O)N2CCC(C)CC2)c1	-29	-0.75	-1.1
Cc1cccc(C(=O)NCCN(C)C)c1	6	-0.04	0.01
O=C(NCc1ccc(F)cc1)C(c1ccncc1)N(C(=O)c1csnn1)C1CC1 (stereo not given)	-54	0.24	-0.2
CCOC(=O)c1oc2c(CN3CCCCC3C)c(O)ccc2c(=O)c1-c1ccc(OC)c(OC)c1 (stereo not given)	52	1.8	1.9

Further structures:
SMILES	Insulin prom inh	SDO1 yeast rescue	SDO1 yeast rescue Rescue 24 h
O=C(Cn1cnc2ccccc2c1=O)NCCC(=O)Nc1ccc2c(c1)OCCO2	.	-0.28	-1.1
NNC(=O)c1ccc(COc2ccc3c(c2)CCC3)o1	.	-1.6	-1.4
CCN(CC)c1ccc(/C=N/NC(=O)c2ccco2)cc1	0	0.36	-0.38
CC(C)(C)c1ccc(C2(C)NC(=O)N(CC(=O)NCc3cccs3)C2=O)cc1 (stereo not given)	11	-0.17	-0.47
C=CCNC(=O)NC(=O)COC(=O)/C(C#N)=C/c1cc(C)n(CCC(C)C)c1C	-21	-0.23	0.7
Cc1ccc(-c2cc(C(F)F)n3ncc(C(=O)N4CCN5CCCC5C4)c3n2)cc1 (stereo not given)	-7	1.5	0.59
O=C1Nc2ccc([N+](=O)[O-])cc2C1(O)N1CCCCCC1 (stereo not given)	2	0.26	0.42
COCCCNC(=O)CN(CCc1ccccc1)S(=O)(=O)c1ccccc1	-5	.	.
Cc1ccc(NC(=O)c2ccc(CN3CCc4ccccc4C3)cc2)cc1	.	-0.4	0.29
CCOCCn1c(N(C)Cc2ccccc2)nc2c1c(=O)[nH]c(=O)n2C	18	0.79	0.85
O=C1Nc2cc(C(=O)N3CCc4ccccc4C3)ccc2S/C1=C\c1ccccc1	7	-1.2	-1
CC(CCc1ccccc1)NC(=O)CN1CCN(Cc2ccc(Cl)cc2)C1=O (stereo not given)	.	-1	-0.98
COc1ccc(C/C(N)=N/n2cnnc2)cc1Cl	3	0.76	-0.26
CCCCN(C(=O)c1ccc(OC(F)(F)F)cc1)c1c(N)n(CCC)c(=O)[nH]c1=O	28	.	.
CCOc1ccc(C(C(=O)NC2CCCC2)N(Cc2ccccc2)C(=O)c2nsc(Cl)c2Cl)cc1 (stereo not given)	-15	0.93	0.61
CC1(C2(O)CC(c3ccccc3)ON2)CCCCC1 (stereo not given)	48	0.82	0.63
COc1ccc(C(=O)N2CCN(S(=O)(=O)c3ccc(Cl)cc3)CC2)cc1OC	-34	-1	-1.2
Cc1ccc(C)c(N/N=C2\CCCNC2=O)c1	0	-0.09	0.21
COC(=O)c1cc(=O)nc2sc(-c3ccccc3)nn12	.	0.28	0.13
COc1ccc(CCNC(=O)Cn2c(=O)n(CC3CCCO3)c(=O)c3ccccc32)cc1OC (stereo not given)	-50	.	.
O=C(Cc1cccc2ccccc12)Nc1nnc(-c2cccc([N+](=O)[O-])c2)s1	-245	-1.4	0.48
O=C(NCc1ccc(Cl)cc1)c1cnn2ccccc12	.	-0.14	-0.08
O=C(Oc1ccc(NC2=NS(=O)(=O)c3ccccc32)cc1)c1cccnc1	0	.	.
NC(=O)c1ccc(-n2nnnc2Oc2ccccc2)cc1	59	-0.51	-0.79
COc1ccc(C(=O)NNC2CC(=O)N(Cc3ccccc3)C2=O)cc1OC (stereo not given)	7	-0.08	-0.77
SMILES	Insulin prom inh	SDO1 yeast rescue	SDO1 yeast rescue Rescue 24 h
CC1(C)CC(CCC(=O)Nc2ccc(S(N)(=O)=O)cc2)C(=O)O1 (stereo not given)	.	-0.44	-1.1
CCOC(=O)C1=C(CN2CCc3ccccc32)NC(=O)NC1c1cccc([N+](=O)[O-])c1 (stereo not given)	21	-0.58	0.39
CCC(=O)Nc1cc2c(cc1C(=O)c1ccccc1)OCCO2	.	0.34	0.07
CCCc1nn(C)c2c1C(c1cccnc1)C(C#N)=C(N)O2 (stereo not given)	-20	1.7	1.9
COc1ccccc1NC(=O)Nc1nnc(-c2ccco2)s1	.	-0.56	0.56
CC(=O)Nc1ccc(NC(=O)COc2ccc(Br)cc2C)cc1	27	-0.38	-0.3
COc1cc2c(cc1NC(=O)c1cc(-c3cccnc3)nc3ccc(C)cc13)oc1ccccc12	.	-2	-0.54
Cc1sc2ncnc(N3CCCCC3)c2c1C	.	-1	-0.33
CC(CCc1ccccc1)NC(=O)C(=O)Nc1ccccc1 (stereo not given)	16	-1.3	-0.84
O=C(NCCc1nc2ccccc2[nH]1)/C(=C/c1ccc2c(c1)OCO2)NC(=O)c1ccccc1Cl	-26	2.5	2.1
Cc1cccc(-c2cc(C(=O)Nc3sc(C)c(C)c3C(N)=O)c3ccccc3n2)c1	.	-0.24	0.45
COc1ccc(-c2nc3n(n2)C(c2ccncc2)C(C(N)=O)=C(C)N3)cc1 (stereo not given)	0	1.2	1.2
CCOC(=O)c1ccc(N2C(=O)CC(N3CCOCC3)C2=O)cc1 (stereo not given)	70	-0.08	-0.34
CCOC(=O)N1CCN(C(=O)CCCCCn2c(=S)[nH]c3ccsc3c2=O)CC1	0	.	.
c1ccc2c3c(cc(N4CCOCC4)c2c1)OC1(N2CCOCC2)CCCCC1O3 (stereo not given)	.	-0.53	-0.63
CCn1nnc(NC(=O)c2cc(Cl)c(OC)c(Cl)c2)n1	21	0.2	0.79
Cn1c(SCc2cccc(F)c2)nnc1-c1ccccn1	-36	-0.29	-0.63
CCC(=O)N1N=C(c2cccc(NS(C)(=O)=O)c2)CC1c1cccs1 (stereo not given)	.	-0.3	-0.32
Cc1ccc(NC(=O)c2sccc2-n2cccc2)c(C)c1	-19	-1.8	-1.7
COc1ccc2c(CC(=O)N(C)CC3COc4ccccc4O3)coc2c1 (stereo not given)	-55	-1.4	-0.42
Cc1c(C(=O)N2CCCC2)sc(NC(=O)c2ccccc2)c1C#N	59	-0.81	-1.2
C=CCc1cccc(CNc2nc3ccccc3n2CCN2CCOCC2)c1O	-169	-1.9	-1.6
COCCNC(=O)C(C(=O)c1ccc(F)cc1)n1cc(C)ccc1=O (stereo not given)	-10	.	.
Cc1cc(/C=N/NC(=O)Cn2c3ccccc3c(=O)c3ccccc32)c(C)n1-c1ccccc1	-21	0.46	0.61
CCOc1ccc(NC(=O)CC2NCCNC2=O)cc1 (stereo not given)	5	-0.12	-0.7
COc1ccc(-n2cnc3cc(NS(=O)(=O)c4ccc(C)cc4)ccc32)cc1	21	-1.5	-0.54
Cc1n[nH]c(C)c1S(=O)(=O)N(CC(=O)NC1CCCC1)c1ccc(C(C)C)cc1	.	-0.01	-0.19

Source: PubChem BioAssay
